Screening data deposited in PubChem by several laboratories.
Rad51 HR inh: blocks human Rad51 in homologous recombination; AID 1385; 200,000 compounds, 0.085% hits; inhibition, % at 10 µM; hRad51 DNA strand exchange, fluorescence dequenching; Q06609;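 active = inhibition above 40% at the single screening dose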;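 also: 0% = DMSO control wells and 100% = blanks with heterologous ssDNA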
Target sequence (Q06609 whole entry, looked up): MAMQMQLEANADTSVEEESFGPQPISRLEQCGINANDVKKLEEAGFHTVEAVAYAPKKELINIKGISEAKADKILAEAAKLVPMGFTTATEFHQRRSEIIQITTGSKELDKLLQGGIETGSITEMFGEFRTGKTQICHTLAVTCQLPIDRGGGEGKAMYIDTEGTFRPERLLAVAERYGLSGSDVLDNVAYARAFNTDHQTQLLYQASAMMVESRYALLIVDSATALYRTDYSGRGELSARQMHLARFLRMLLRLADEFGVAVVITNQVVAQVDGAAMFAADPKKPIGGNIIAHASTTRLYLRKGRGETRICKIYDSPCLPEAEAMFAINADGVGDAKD
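System: hRad51 filaments on single-stranded DNA; reagent: Fluorescein- and BHQ1-tagged 47-mer duplex; compound dosing: one concentration, 10 µM final; timing: filaments 15 min 37 °C, then compound 30 min; measured by: fluorescein emission 520 nm, excitation 485 nm; benchmarks: per-plate controls and blanks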
FXIa inh 1536: factor XIa (human) inhibition; P03951; inhibition, % at 5 µM; 220,000 compounds, 0.14% hits; purified FXIa, Boc-Glu-Ala-Arg-AMC fluorogenic substrate;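 active = inhibition of at least 40%; inactive = inhibition below 40%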;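 also: fluorescence of freed AMC excited at 355 nm; 0% = enzyme without compound and 100% = no enzyme blank; many of its hits are not listed in these tables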
FXIIa inh: factor XIIa (human) inhibition; P00748; inhibition, % at 5 µM; purified FXIIa, Boc-QGR-AMC fluorogenic substrate, 2 h; 220,000 compounds, 0.3% hits; in the data active = inhibition above about 40%;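 also: 0% = enzyme with no compound and 100% = blank without enzyme; many of its hits are not listed in these tables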
m-calpain inh: calpain II (pig) inhibition; purified calpain II, fluorogenic peptide substrate, 30 min; AID 1236; inhibition, % at 16 µM; 220,000 compounds, 0.37% hits;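 active = inhibition above about 50%, limit read from the data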
PERK inh: blocks human PERK kinase; Q9NZJ5; CHO PERK-DD fusion, SEAP luminescence translation reporter; inhibition, % at 5.6 µM; 220,000 compounds, 0.17% hits; AID 1416;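 active = inhibition above the mean inhibition of all tested compounds plus 3 SD, set separately per screening campaign, cut at about 2.9% in these data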;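 also: PERK kinase domain activated by AP20187 dimerizer at 100 nM; 0% = DMSO with dimerizer and 100% = rapamycin at 8.4 µM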
KCC2 mod: KCC2 (human) Cl- transport modulation. Q9H2X9. KCC2 cells, thallium flux FluoZin-2 fluorescence. B-score of Tl+ flux slope (higher = more flux/activation; lower = inhibition) at 10 µM. 190,000 compounds, 2.2% hits;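 active = thallium flux slope and its plate-corrected score both differing from the plate sample mean at a set confidence after two filtering rounds, in either direction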;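 also: slope of fluorescence scaled to starting intensity during 10 to 20 s after thallium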
Furin inhibitor: blocks human furin protease activity; 220,000 compounds, 0.061% hits; P09958; inhibition, % at 30 µM; AID 463115; purified furin, fluorogenic substrate cleavage; in the data active = inhibition above about 25%; also: inactives centre near -15
Target sequence (P09958 108-714 limits assumed): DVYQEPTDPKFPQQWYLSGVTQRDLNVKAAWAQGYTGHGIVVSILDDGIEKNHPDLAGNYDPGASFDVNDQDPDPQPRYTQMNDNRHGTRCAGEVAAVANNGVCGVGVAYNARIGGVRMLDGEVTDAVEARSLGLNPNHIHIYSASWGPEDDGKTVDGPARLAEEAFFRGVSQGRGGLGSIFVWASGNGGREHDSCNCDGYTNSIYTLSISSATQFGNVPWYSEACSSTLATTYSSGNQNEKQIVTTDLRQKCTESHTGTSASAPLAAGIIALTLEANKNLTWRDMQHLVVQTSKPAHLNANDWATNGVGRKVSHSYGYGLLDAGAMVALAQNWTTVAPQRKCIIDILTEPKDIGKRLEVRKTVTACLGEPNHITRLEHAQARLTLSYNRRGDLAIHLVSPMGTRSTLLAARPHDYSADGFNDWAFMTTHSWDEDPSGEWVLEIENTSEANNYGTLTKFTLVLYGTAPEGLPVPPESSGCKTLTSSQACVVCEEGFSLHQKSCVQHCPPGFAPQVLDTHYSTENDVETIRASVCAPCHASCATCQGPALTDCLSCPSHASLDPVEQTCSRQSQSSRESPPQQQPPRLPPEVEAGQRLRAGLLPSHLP
hK5 inh: kallikrein 5 (human) inhibition; Q9Y337; recombinant hK5, fluorogenic AMC substrate cleavage; inhibition, % at 5 µM; 210,000 compounds, 0.59% hits;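 active = inhibition of 40% or more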;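 also: 0% = enzyme controls without compound and 100% = no-enzyme blanks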
Thrombin inh: inhibitors of human thrombin; inhibition, % at 5 µM; P00734; alpha-thrombin, Boc-VPR-AMC fluorogenic substrate cleavage; 220,000 compounds, 0.26% hits;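 active = inhibition at or above 40%; inactive = inhibition below 40%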;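 also: 0% = enzyme with no compound and 100% = wells without enzyme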
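Material: human alpha-thrombin protein. Incubation: reaction at ambient temperature. Technique: fluorescence of released AMC, ex 355 nm, em 460 nm. Control set: no-compound enzyme wells and no-enzyme blanks. Also added: Boc-VPR-AMC substrate, 15 µM final. Buffer or medium: pH 7.5 Tris (50 mM) with NaCl 150 mM, Tween 20 0.05%.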
Numbers without * were called inactive; · = not tested or not shown; [ ] = remark or other dose. The list is partial; rates above refer to the full screens.

Rad51 HR inh | FXIa inh 1536 | FXIIa inh | m-calpain inh | PERK inh | KCC2 mod | Furin inhibitor | hK5 inh | Thrombin inh | mol
1.6 | 0.4 | 15.2 | 11.9 | 0.5 | -0.397 | -22.3 | -7.6 | 0.7 | Cc1cc(=O)oc(C)c1C(=O)OCC(=O)c1ccccc1
2.5 | 1.8 | 5.0 | -64.3 | 1.5 | · | -15.7 | -71.0 | 0.0 | O=C(Nc1nnc(-c2ccc3c(c2)CCCC3)o1)C1COc2ccccc2O1 (stereo unspecified)
-8.7 | 7.0 | 12.4 | 47.0 | 0.0 | -0.0178 | -2.9 | 4.8 | -8.9 | CCCCC(CC)c1nnc(NC(=O)c2cccs2)s1 (stereo unspecified)
10.8 | 7.2 | 12.0 | 1.6 | 0.0 | -1.03 | -5.7[20 µM] | -8.3 | 0.6 | COc1ccc(CCNC(=O)c2c(-c3ccccc3Cl)noc2C)cc1
7.0 | 4.4 | 20.4 | -12.0 | -1.1 | 0.698 | -20.5 | -4.0 | 1.4 | CCOC(=O)N1CCN(S(=O)(=O)Cc2ccccc2)CC1
1.9 | -2.5 | 8.7 | 0.9 | 1.6 | 0.369 | -20.7 | -20.0 | 3.3 | CN1CCC(=NNC(=O)C(=O)Nc2ccccc2F)CC1
4.4 | 7.8 | 5.9 | -25.2 | -0.5 | -1.09 | -15.5 | -19.6 | -7.8 | O=C(CN(Cc1cccs1)C(=O)CSc1nnc(COc2ccccc2)o1)NC1CCCC1
2.8 | 1.8 | 10.6 | -37.6 | -0.3 | -1.74 | -11.0 | -23.6 | -8.0 | O=C(C[n+]1cc(-c2ccc(F)cc2)n2c1CCC2)Nc1nc(-c2ccccc2)cs1
0.9 | 0.6 | 4.4 | 21.0 | -1.4 | 0.799 | -10.0 | -1.5 | 3.5 | CC1COC(Cn2c3ccccc3c3ccccc32)O1 (stereo unspecified)
· | -11.4 | 37.1 | 2.1 | 1.3 | 0.519 | -6.3[20 µM] | 5.5 | -6.2 | Cc1ccc(C)c(OCC(=O)N/N=C/c2c(C)nn(-c3ccccc3)c2Cl)c1

Single entries from above:
Cc1ccc(C)c(OCC(=O)N/N=C/c2c(C)nn(-c3ccccc3)c2Cl)c1 in FXIIa inh = 37.1
CN1CCC(=NNC(=O)C(=O)Nc2ccccc2F)CC1 in PERK inh = 1.6
O=C(CN(Cc1cccs1)C(=O)CSc1nnc(COc2ccccc2)o1)NC1CCCC1 in PERK inh = -0.5

Back to the main list, repeating the 2 entries before the break.
Rad51 HR inh | FXIa inh 1536 | FXIIa inh | m-calpain inh | PERK inh | KCC2 mod | Furin inhibitor | hK5 inh | Thrombin inh | mol
0.9 | 0.6 | 4.4 | 21.0 | -1.4 | 0.799 | -10.0 | -1.5 | 3.5 | CC1COC(Cn2c3ccccc3c3ccccc32)O1 (stereo unspecified)
· | -11.4 | 37.1 | 2.1 | 1.3 | 0.519 | -6.3[20 µM] | 5.5 | -6.2 | Cc1ccc(C)c(OCC(=O)N/N=C/c2c(C)nn(-c3ccccc3)c2Cl)c1
· | 3.0 | 7.0 | -4.3 | 0.9 | 0.0485 | -27.0 | -2.0 | 0.5 | O=CNNC(=O)c1cccc([N+](=O)[O-])c1
· | 0.1 | 5.9 | 0.6 | 0.5 | 0.0485 | -14.7 | -1.2 | -1.4 | Cc1ccc(S(=O)(=O)N2CCC[C@H]2C(=O)OCC(=O)c2ccc3c(c2)NC(=O)CO3)cc1
7.0 | -12.1 | -4.2 | 0.2 | -0.7 | 0.0262 | -11.2 | 3.1 | -8.0 | O=C(Nc1ccc2c3c(cccc13)CC2)c1cccc([N+](=O)[O-])c1
3.3 | 5.0 | 14.7 | -44.1 | 0.3 | 0.257 | -25.3[20 µM] | 4.1 | 1.0 | CCC(C)NC(=O)C1CCN(S(=O)(=O)c2ccc(OC)cc2)CC1 (stereo unspecified)
9.8 | 4.3 | 4.8 | 15.1 | 0.2 | 1.09 | -11.5 | -48.8 | -0.9 | CCN(CC)S(=O)(=O)c1ccc(O)c(NS(=O)(=O)c2ccccc2F)c1
-0.3 | 1.9 | 12.2 | 4.2 | -0.1 | -0.465 | -19.4 | -1.6 | 0.3 | CCCc1cc(-c2[nH]ncc2-c2ccc3c(c2)OCCCO3)c(O)cc1O
1.1 | 3.5 | 13.2 | -10.0 | -0.6 | · | -13.4 | 14.8 | -0.1 | CC1(C)Cc2c(C#N)c(SCc3ccccc3)nc(N3CCOCC3)c2CO1
-1.8 | 4.3 | 16.3 | 41.9 | -0.2 | · | 5.0[20 µM] | 17.6 | 3.6 | Cc1ccc(SCC2(O)CCN(S(=O)(=O)c3ccc(Cl)cc3)CC2)cc1
-3.2 | 27.7 | 22.4 | 3.1 | 1.6 | 0.171 | -9.5 | -18.5 | -8.3 | COC(=O)c1c(NC(=O)CSc2nc3ccccc3c(=O)n2-c2ccccc2)sc(C)c1C
16.1 | 1.2 | 7.4 | 2.4 | 0.0 | · | 7.5 | -2.8 | -2.7 | CCOC(=O)C(=CNc1ccc(N2CCOCC2)cc1)C(=O)OCC
· | -0.8 | 7.1 | 27.9 | 0.9 | -0.824 | -4.7 | -2.5 | -6.3 | COC(=O)Nc1nnc(COc2ccccc2)s1
-11.0 | -8.5 | 8.5 | -23.0 | 1.1 | · | -8.8 | -2.7 | -7.2 | O=C(O)CCCCCn1c(SCC(=O)N2CCCC2)nc2ccsc2c1=O
-4.8 | -0.2 | 6.5 | -14.1 | -1.2 | · | -11.9 | -2.9 | -6.0 | CC1=C(C(=O)OCc2ccccc2)C(c2ccc(N3CCOCC3)cc2)NC(=O)N1 (stereo unspecified)
6.0 | -3.0 | 3.5 | -5.3 | -0.1 | -0.000818 | -10.5 | -0.6 | -11.5 | O=C(COC(=O)c1ccc([N+](=O)[O-])s1)NCc1ccccc1
· | 1.1 | 2.0 | 2.0 | -0.3 | -1.5 | 0.0 | 0.1 | -11.2 | Cc1cc(Nc2cccc([N+](=O)[O-])c2)c2cccc(C)c2n1
-3.7 | 6.6 | 18.6 | -7.4 | 0.0 | 0.898 | -9.6 | 4.9 | 1.5 | OCc1nc2ccccc2n1CCCOc1ccccc1
3.0 | 4.5 | 10.5 | -17.5 | -3.1 | · | -19.4[20 µM] | -23.5 | 5.6 | O=C(Cn1nc(-c2ccc(Cl)cc2)c2ccccc2c1=O)Nc1cccnc1
9.9 | -0.2 | 7.9 | -3.0 | -2.0 | 0.679 | -20.5 | 0.0 | -0.1 | Cc1ccc(C)c(CSC2=NN3CCCC(=O)N=C3S2)c1
-6.1 | -9.9 | 3.8 | 10.6 | -1.0 | -0.179 | -7.6[20 µM] | 7.2 | -4.5 | C/C=C/c1ccc(OCCCNCC(C)O)c(OC)c1 (stereo unspecified)
2.4 | -1.4 | 7.3 | 23.8 | -0.3 | 0.385 | -18.2[20 µM] | 0.8 | 0.3 | CCC(C)(C)NC(=O)C(c1ccc(C)o1)N(C(=O)c1csnn1)c1cccc(F)c1 (stereo unspecified)
19.1 | 4.2 | 15.7 | -11.9 | 0.6 | · | -17.6 | -12.4 | 1.3 | COc1cc(C)c(NC(=S)Nc2ccc(C)c(Cl)c2)cc1OC
0.5 | 3.1 | 9.1 | -25.9 | 0.1 | 0.147 | -76.6 | -0.9 | · | CCOC(=O)c1c(-c2cccc(N)c2)cn2ccccc12
-3.9 | 3.2 | 10.0 | 24.6 | 0.1 | 0.913 | -21.3 | 3.1 | 1.0 | Brc1ccccc1-n1nnc(-c2ccnc3ccccc23)n1
0.1 | 6.0 | 22.1 | 18.2 | 0.3 | 0.803 | -27.4 | -0.1 | -0.3 | CCC(Sc1nccn1C)C(=O)Nc1nnc(C)s1 (stereo unspecified)
0.2 | -3.0 | 5.6 | 20.4 | 0.8 | 1.02 | -24.0 | -2.0 | -7.1 | S=C(NCCc1ccccc1)N/N=C/C1CCCCC1
18.6 | 0.2 | 18.7 | 2.3 | 1.5 | 2.29 | -2.8[20 µM] | -15.8 | -2.4 | CN1CCn2c1nc(N1CCOCC1)nc2=O
6.5 | 16.3 | 9.8 | -496.5 | -1.6 | -1.19 | -13.7[20 µM] | 1.7 | 0.6 | Cc1oc2c(CN3CCOCC3)c(O)ccc2c(=O)c1-c1ccc(Br)cc1
5.3 | 2.2 | 18.7 | 8.6 | 0.0 | 0.0546 | -18.7[20 µM] | -11.6 | 2.0 | COc1ccc(Cl)cc1S(=O)(=O)N1CCN(C(=O)c2ccco2)CC1
5.9 | -5.1 | -0.2 | -14.8 | 0.7 | 0.327 | -12.7 | -3.6 | -3.3 | O=C(Cc1ccccc1)N[C@@H](Cc1ccccc1)C(=O)O
1.1 | 2.1 | 4.5 | 2.1 | -0.3 | 0.192 | -19.8 | -2.5 | · | Cc1ccc(CN2CCN(/N=C/C=C/c3ccccc3[N+](=O)[O-])CC2)cc1
-0.9 | 4.1 | 6.6 | 16.8 | 2.0 | 0.465 | -2.4 | -8.1 | -3.5 | Nc1nc(N)c(N=Nc2ccc(C(=O)O)cc2)c(N)n1
-1.2 | -0.2 | 4.7 | -9.5 | · | 0.219 | -21.5 | -0.8 | -2.6 | O=C1NC[C@H](Cc2ccc(O)cc2)N(CC2CCCCC2)C1=O
2.1 | -5.8 | -0.2 | -24.5 | 1.1 | -0.392 | -14.1 | -30.3 | 0.3 | CC1(C)NC(=O)N(CC(O)COc2ccccc2[N+](=O)[O-])C1=O (stereo unspecified)
· | 1.0 | 8.8 | -5.6 | -0.2 | -3.84 | -21.7 | -0.5 | -3.0 | CCOc1ccc(N2C(=O)C3Sc4[nH]c(=O)sc4C(c4ccc(OC)c(OC)c4)C3C2=O)cc1 (stereo unspecified)
4.2 | 0.4 | 6.8 | -65.2 | -2.0 | -1.92 | -12.1[20 µM] | -0.3 | -4.6 | Cc1ccc(S(=O)(=O)N2CCOCC2)cc1C(=O)N1c2ccccc2Sc2ccccc21
-10.1 | 4.9 | 14.7 | -35.5 | -0.1 | 0.000214 | -5.6[20 µM] | -8.4 | -4.2 | COC(=O)C1=C(C(C)=O)C(c2ccc(C(=O)OC)cc2)n2nnnc2N1 (stereo unspecified)
-5.2 | -0.5 | 9.1 | 9.2 | -1.0 | 1.31 | -10.4[20 µM] | -14.8 | 1.6 | CC(C)CC1NC(=O)N(CC(=O)c2ccc3c(c2)OCCO3)C1=O (stereo unspecified)
4.3 | 3.2 | 16.1 | -8.4 | -0.5 | 0.113 | -10.6 | -3.1 | 0.9 | CN(C)C(C(=O)NC1CCCCC1)c1ccc(Cl)cc1 (stereo unspecified)
7.0 | 2.3 | 11.5 | -2.6 | 0.8 | 0.411 | -9.0 | -16.1 | -7.4 | O=C(CO)N/N=C/c1cccc(Cl)c1Cl
-14.8 | 7.1 | 29.4 | -22.5 | -0.1 | · | -24.9 | -14.0 | 4.2 | CC(=O)NC12CC3CC(C1)CC(C(=O)Nc1nccs1)(C3)C2
1.8 | 7.0 | 14.1 | 0.7 | -1.3 | · | -3.5[20 µM] | -7.9 | 8.5 | CN(C)c1nc(N(C)C)nc(N(C#N)CCOc2ccccc2)n1
-3.4 | 2.8 | 20.6 | 11.7 | 1.1 | · | -5.6 | -9.7 | 1.3 | O=C(Cn1cnc2ccccc2c1=O)NCCC(=O)Nc1ccc2c(c1)OCCO2
7.9 | 3.3 | 10.6 | 16.5 | -0.2 | 0.613 | -15.4 | 4.0 | 4.6 | CCOC(=O)N1CCN(CC(O)COc2c(OC)cccc2OC)CC1 (stereo unspecified)
